PfHsp90 yeast 2: reduces growth (ATP signal) of yeast expressing P. falciparum Hsp90 | S. cerevisiae expressing PfHsp90, BacTiter-Glo ATP, 48 h; yeast lacking PDR1 and PDR3 efflux regulators | inhibition, % at 9.4 µM | 310,000 tested, 0.32% active | AID 504621;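 active = every replicate shows inhibition above about 80%, whatever the replicate mean, limit read from the data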;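 note: 0% = DMSO neutral controls and 100% = 20 µM radicicol positive controls; yeast relying on Plasmodium falciparum Hsp90 in place of its own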
RTF Ca sens inh: cardiac RTF calcium desensitization. inhibition, % at 7.15 µM. IANBD-labeled cardiac RTF, Ca2+ fluorescence. 340,000 tested, 0.12% active;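 active = inhibition above the mean inhibition of all tested compounds plus 3 SD, cut at about 17% in these data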;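 note: assay run at fixed EC70 calcium of 1.6 mM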
Rtt109 HAT inh: C. albicans Rtt109 histone acetyltransferase inhibition; purified Rtt109/Vps75, ThioGlo CoA-SH fluorescence, 4 h; Q5AAJ8; inhibition, % at 34.9 µM; 330,000 tested, 0.16% active;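 active = inhibition of at least 50% in every replicate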
Target sequence (Q5AAJ8 whole entry, looked up): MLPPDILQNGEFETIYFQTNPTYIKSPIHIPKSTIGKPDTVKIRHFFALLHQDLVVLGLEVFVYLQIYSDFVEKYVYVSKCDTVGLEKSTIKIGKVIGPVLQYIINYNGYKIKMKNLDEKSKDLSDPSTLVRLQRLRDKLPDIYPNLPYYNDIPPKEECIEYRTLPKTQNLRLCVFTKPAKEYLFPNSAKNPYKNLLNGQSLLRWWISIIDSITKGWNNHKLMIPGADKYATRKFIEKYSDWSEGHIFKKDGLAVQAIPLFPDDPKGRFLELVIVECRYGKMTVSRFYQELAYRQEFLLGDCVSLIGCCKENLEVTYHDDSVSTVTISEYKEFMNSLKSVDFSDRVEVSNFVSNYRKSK
SUMO Mot1 rescue: blocks SUMOylation pathway, rescuing yeast Mot1-301 growth; growth rescue, % at 18.8 µM; S. cerevisiae Mot1-301 growth rescue, ATP luminescence, 38.5C; percent above DMSO median, 100 means doubled; 320,000 tested, 1% active;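 active = every valid replicate shows activation above 250% relative to neutral control wells; inactive = the rest, any valid replicate at or below 250%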;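 note: OY570 slx delta 5 strain wells were the positive control but not used for scaling; some compounds called inactive have numbers as strong as hits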
dFosB activator: mouse delta FosB homodimer activation; P13346; purified delta FosB, TAMRA-CDK5 oligo fluorescence polarization; percent of positive-control signal above neutral wells; activation, % at 25 µM; 340,000 tested, 0.99% active; AID 493131;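 active = mean activation above about 17%, with every replicate also reaching it, limit read from the data, passing the limit was not always enough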;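 note: fluorescence polarization rise as delta FosB binds a TAMRA Cdk5 AP-1 oligo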
C-LANA FP: KSHV C-LANA DNA binding inhibition; inhibition, % at 9 µM; AID 504423; MBP-C-LANA/FAM-LBS DNA binding, fluorescence polarization; 340,000 tested, 0.078% active;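 active = highest replicate inhibition at or above 60% at 9 µM, even if other replicates fall short; inactive = all replicates below 60% inhibition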;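 note: 0% = neutral control wells and 100% = 4 µM acridine orange control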
NSD2 inh: inhibitors of human histone methyltransferase NSD2. O96028. NSD2 peptide methylation, AlphaScreen, 120 min. inhibition, % at 12.5 µM. 310,000 tested, 0.54% active; in the data active = inhibition above about 50%
RTF Ca sens act: cardiac RTF calcium sensitization; P19429+P45379; IANBD-labeled TnC RTF fluorescence at EC20 calcium; 0% EC20 calcium, 100% full calcium; activation, % at 7.2 µM; 340,000 tested, 0.24% active;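 active = activation above the mean over all tested compounds plus 3 SD, cut at about 30% in these data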;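 note: rise in fluorescence read as greater calcium sensitivity of cardiac thin filaments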
PvdQ inh: P. aeruginosa PvdQ acylase inhibition; inhibition, % at 10 µM; 340,000 tested, 0.063% active; AID 488965; purified PvdQ acylase, fluorescence plate reader; in the data active = inhibition above about 30%, passing the limit was not always enough;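 note: 0% = vehicle neutral wells and 100% = reference inhibitor wells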
CDK5 inh: inhibitors of human CDK5/p35 kinase | Recombinant CDK5/p35, ADP-Glo luminescence, 60 min | inhibition, % at 10 µM | 330,000 tested, 0.01% active | AID 488839 | Q00535+Q15078;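 active = highest replicate inhibition of at least 50% and at least 75% of replicates reaching 50%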;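 note: plate controls were DMSO neutral control for no effect and GW8510 at 10 µM for full effect; many of its hits are not listed in these tables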
Keap1-Nrf2 PPI: disrupts human Keap1 binding to Nrf2 peptide. Q14145. Keap1 Kelch-Nrf2 peptide fluorescence polarization, 1536-well. inhibition, % at 9.4 µM. 340,000 tested, 0.15% active. AID 504523; in the data active = inhibition above about 12%;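 note: human Keap1 Kelch domain with fluorescein labeled Nrf2 9mer peptide probe; 0% = neutral control wells and 100% = peptide positive control; higher means more block of Keap1 binding to Nrf2 peptide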
Target sequence (Q14145 whole entry, looked up, the tested form may be a part): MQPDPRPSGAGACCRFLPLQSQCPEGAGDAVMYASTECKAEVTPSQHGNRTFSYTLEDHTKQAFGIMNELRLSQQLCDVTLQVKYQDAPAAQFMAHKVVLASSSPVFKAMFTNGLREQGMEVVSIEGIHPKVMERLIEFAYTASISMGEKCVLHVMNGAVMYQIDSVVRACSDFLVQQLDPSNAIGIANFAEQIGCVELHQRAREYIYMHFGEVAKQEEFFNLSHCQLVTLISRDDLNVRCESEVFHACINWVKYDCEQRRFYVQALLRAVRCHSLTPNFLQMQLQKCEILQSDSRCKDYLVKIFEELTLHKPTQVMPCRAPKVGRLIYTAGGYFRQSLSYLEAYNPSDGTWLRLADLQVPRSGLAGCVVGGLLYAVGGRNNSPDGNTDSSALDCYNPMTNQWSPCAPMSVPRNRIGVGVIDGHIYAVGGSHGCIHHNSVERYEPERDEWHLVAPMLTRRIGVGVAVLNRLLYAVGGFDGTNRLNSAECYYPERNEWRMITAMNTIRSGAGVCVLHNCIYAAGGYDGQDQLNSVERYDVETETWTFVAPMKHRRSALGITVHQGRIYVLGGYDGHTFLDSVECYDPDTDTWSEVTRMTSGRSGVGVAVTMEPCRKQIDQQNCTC
Starred values were filed as active, the others as inactive; x = no result given.

Value order: PfHsp90 yeast 2, RTF Ca sens inh, Rtt109 HAT inh, SUMO Mot1 rescue, dFosB activator, C-LANA FP, NSD2 inh, RTF Ca sens act, PvdQ inh, CDK5 inh, Keap1-Nrf2 PPI
(1) COc1cc(Nc2ccc(C(=O)O)cc2[N+](=O)[O-])cc(OC)c1
 : 20, 4, x, 72, -2, -0.2, 5, -4, -14, -1.4, 4
(2) COc1cccc(C(=O)C(=O)c2cccc(OC)c2OC)c1OC
 : -2, 6, 0, x, 7, -2.9, 0, -6, 4, -1.0, 0
(3) CC(=O)c1sc(NC(=O)c2ccc(F)c(S(=O)(=O)N3CCOCC3)c2)nc1C
 : -6, 0, -3, -21, -3, 1.0, 0, -1, 1, -0.7, -1
(4) CC(C)(C)OC(=O)C[C@H]1C/C=C\C[C@H](CC(=O)N(CCO)Cc2ccccc2)C(=O)NC[C@H](c2ccccc2)OC1=O
 : 14, -13, 0, 8, -11, 1.7, x, 0, -9, -2.1, -7
(5) CC1Cc2ccccc2N1C(=O)c1cc2c(=O)n3ccccc3nc2n1C (centres undefined)
 : x, -8, 2, -14, -9, 1.3, -7, 12, -13, 0.1, -1
(6) CCCCN(CCCC)NC(=O)c1ccccc1
 : -1, -11, -6, -9, -2, -0.9, -3, 2, -4, -1.2, 2
(7) Cc1ccc2nc3c(cc(C(=O)NCC4CCCO4)c(=N)n3C3CCCC3)c(=O)n2c1 (centres undefined)
 : 2, 5, x, -5, -1, -0.7, 2, 2, -46, 7.8, -4
(8) O=C1CC(c2ccccc2)Oc2ccc(Cl)cc21 (centres undefined)
 : -11, -2, -3, x, 8, 0.7, -4, -7, 4, -0.5, -1
(9) O=C1CCn2c1c(O)c1ccccc1c2=O
 : -26, -9, 1, x, -1, 31, 26, 11, 7, 1.4, 19*
(10) Cc1nc(SCC(=O)NC2CCS(=O)(=O)C2)c(C#N)c(C)c1C (centres undefined)
 : x, 3, -3, 10, -5, 0.7, 0, -6, -28, 0.9, -7
(11) O=[N+]([O-])c1ccccc1/C=N\N1CCN(c2ccccc2)CC1
 : -12, -6, 5, -2, 2, -1.1, 12, -2, -2, -0.8, 3
(12) C=CCn1c(C)cc(C2=NNC(=NCc3ccccc3)SC2)c1C
 : x, 0, 16, -7, -11, -0.1, 0, -5, 1, 0.0, 1
(13) Fc1ccccc1NC(=S)NCc1ccc(Cl)cc1
 : 19, 1, 12, 11, -10, 0.7, -4, 4, 7, 1.4, -6
(14) O=C(Nn1c(C2CCCCC2)nc2ccccc2c1=O)c1cc(Cl)ccc1[N+](=O)[O-]
 : 12, -5, -12, 12, 1, 0.7, -3, -2, -4, -0.4, 1
(15) CCOc1ccccc1NC(=O)Cn1c(=O)oc2ccccc21
 : 25, 0, 3, -16, 0, -0.5, -2, -6, 8, 0.5, -3
(16) Cc1cc(C(=O)N/N=C/c2cc(N=Nc3ccccc3)ccc2O)n[nH]1
 : -18, -19, 3, 1, -7, -0.4, -1, 4, -5, -0.6, -5
(17) COc1ccc(C(O)P(=O)(OCCC(C)C)c2ccc(N(C)C)cc2)cc1 (centres undefined)
 : 9, 5, 3, 129, -12, 0.1, 7, -6, 1, 2.5, -1
(18) CN(C)C(CNC(=O)c1ccc(C2SCCS2)cc1)c1ccccc1 (centres undefined)
 : -1, -10, -9, -11, 6, -1.6, 11, 0, -17, 1.5, -4
(19) Cc1ccccc1Cn1nnc(C(=O)Nc2cccc(C)c2C)c1N
 : -12, 7, -4, -10, -8, -0.5, -1, -3, -2, -3.8, 3
(20) O=C(CSc1nc2c(c(=O)n1-c1ccc(Br)cc1)SCC2)NCc1ccco1
 : 2, 0, x, 63, 0, 0.8, -1, 4, -10, -0.8, -4
(21) COc1ccc(S(=O)(=O)Nc2ccc(S(=O)(=O)Nc3nc(C)cc(C)n3)cc2)cc1OC
 : -1, -3, -8, -7, -7, -2.3, -1, 2, -6, -1.2, -3
(22) C=CCn1c(=S)[nH]c2sc3c(c2c1=O)CCCC3
 : -24, -2, 10, -17, -2, -2.1, 4, -9, 6, 1.1, -1
(23) C/C=C/c1ccc(OCCCNCC(C)O)c(OC)c1 (centres undefined)
 : -3, 3, -8, 93, -3, -1.8, 4, 15, -16, -2.0, -5
(24) COc1ccc(NC(=O)CC2SC(N)=NC2=O)c([N+](=O)[O-])c1 (centres undefined)
 : 0, -7, -2, x, -6, 0.4, -4, -7, -8, 2.0, -1
(25) CCCC[C@@H]1CNCCN1CCc1cccc(F)c1
 : -12, -7, -1, -2, -4, 0.2, x, 3, -12, -2.6, 1
(26) CCCCC(=O)Nc1nnc(C)s1
 : -3, 4, 4, x, -6, -3.2, 5, 0, 3, 1.1, 0
(27) COc1ccc(CCNS(=O)(=O)c2cn(C)c(=O)n(C)c2=O)cc1OC
 : 14, -1, -1, 4, 4, -0.6, x, -1, -5, -1.1, 4
(28) Cc1ccsc1C(=O)OCC(=O)NCc1ccco1
 : 8, -2, 4, -2, 2, -0.6, -6, 1, -18, 1.5, -3
(29) COc1cc2c(cc1OC)-c1cc(NC3CCCC3)nc(=O)n1CC2
 : 10, -6, -2, 8, -4, -0.3, -2, -7, 5, 0.0, -2
(30) O=C(NNC(=O)c1ccc2ccccc2c1)c1cccc(Br)c1
 : -2, -1, -4, x, 2, 2.3, -5, -4, -10, -2.2, -3
(31) CC(=O)NCC(=O)N(Cc1ccco1)C1(C(=O)NC2CCCCC2)CCCCC1
 : 24, -2, 23, x, -1, -2.1, 1, -2, 5, -0.2, 0
(32) COCc1n[nH]c(=S)n1-c1cccc2ccccc12
 : 0, -4, 0, 5, 4, 0.7, 0, -7, -4, 1.9, 1
(33) Cc1nc(-c2cccnc2)sc1C(=O)N/N=C/c1ccccc1Cl
 : -5, x, -7, 11, -10, -1.2, -1, x, -10, 0.7, -6
(34) COCc1cc(C)nc(SCC(=O)Nc2ccc3c(c2)OCO3)c1C#N
 : 6, 0, -6, -16, -9, -0.2, 0, -3, 10, 0.2, -4
(35) Cc1ccccc1Nc1nc(-c2sc(NC(=O)c3ccco3)nc2C)cs1
 : 0, 7, 2, 65, -12, -1.4, x, 2, -15, 2.5, -2
(36) C/C=C(\C)C(=O)N1CC2(CC(c3cccc(NC(=O)COc4ccc(Cl)cc4)c3)=NO2)C[C@@H]1C(N)=O (some centres undefined)
 : 33, -5, 5, -5, -1, -0.3, x, 3, -6, -2.8, -2
(37) CC(=O)c1ccc(NC(=O)COC(=O)c2c3c(nc4ccccc24)/C(=C\c2cccs2)CCC3)cc1
 : 27, 6, -14, 8, 8, -0.3, -2, 6, 11, -0.1, 0
(38) O=C(COC(=O)CCCNC(=O)c1ccc(Cl)cc1)Nc1cc(Cl)ccc1Cl
 : -14, 3, x, 8, -7, 0.0, -2, -1, 2, 4.0, -3
(39) Cc1ccc(C(=O)O/N=C\c2ccc(N3CCCCC3)c([N+](=O)[O-])c2)cc1
 : -2, -4, -1, 3, 8, 1.8, 3, -2, -6, 0.5, 1
(40) COc1ccc(CCNS(=O)(=O)c2cc3c(cc2C)NC(=O)CO3)cc1OC
 : -15, -4, 2, 24, 2, -0.4, x, 1, -20, 0.0, -1
(41) CCC(C(=O)Nc1ccc(OC)c(Cl)c1)c1ccccc1 (centres undefined)
 : -33, -7, 4, x, -11, 2.1, -4, 2, -13, -0.9, 1
(42) COc1ccc(OCCC(=O)OCC(=O)NCc2ccccc2OC)cc1
 : 8, 0, -1, 69, -7, 0.3, -3, -1, -17, -0.8, 0
(43) CC(NC(=O)COC(=O)C1(C)CC1(Cl)Cl)c1ccccc1 (centres undefined)
 : -9, -7, 1, 9, -2, -0.3, -2, 0, -16, -1.2, -3
(44) Cc1nn2c(-c3ccccn3)ccnc2c1Cl
 : -21, -10, 4, -16, -6, 2.8, x, 7, -10, 0.2, 4
(45) CC(=O)/C=C(\C)Nc1ccccc1O
 : -23, 0, 14, -10, 1, 5.5, 12, -4, 6, 2.0, -5
(46) Cc1cccc(-c2cc3nc(C)cc(NCCCN(C)C)n3n2)c1
 : -22, 1, 3, 1, 2, -1.4, 3, -10, -7, 2.2, 1
(47) COCCN(C(=O)c1cc(CN2C(=O)c3ccccc3C2=O)ccc1OC)c1c(N)n(CC(C)C)c(=O)[nH]c1=O
 : 11, -8, -15, x, -7, 1.8, -3, -1, -13, 0.3, 0
(48) Nc1c(C(=O)CSc2nnc(-c3ccccc3)o2)c(=O)[nH]c(=O)n1C1CC1
 : 14, 2, -7, 6, 7, -0.1, x, 5, -19, 0.8, -2
(49) Clc1cc(Cl)c2nc(N3CCOCC3)sc2c1
 : x, 11, -5, 21, -9, -0.6, -6, 7, -12, 0.0, 0
(50) COC(=O)c1cc(COC(=O)c2ccc(OC)c(S(=O)(=O)N3CCCC3)c2)oc1C
 : 15, -1, 6, x, 2, -0.6, 0, 5, 2, -0.5, -6
(51) CCc1ccc(-c2ccc(SCC(=O)Nc3nnc(C)s3)nn2)cc1
 : 2, -11, -2, 0, -13, -1.4, 2, 5, 9, 1.8, -4
(52) O=C(OCn1nnc2ccccc2c1=O)c1cc(-c2ccccc2Cl)nc2ccccc12
 : -15, -10, x, 4, -4, -0.4, -4, -4, -12, -1.0, 0
(53) COc1ccc(/C=N/NC(=O)c2nonc2N)cc1OC
 : -9, 1, -11, 7, 5, 0.9, -1, -3, -9, 2.5, -3
(54) CCOc1ccc(NC(=O)CN(C)CC(=O)Nc2cccc(Cl)c2C)cc1OCC
 : -15, 1, -1, 91, -6, -0.5, -1, 8, -13, 0.7, -5

Retrieved by structure from the list above (3):
Value order: PfHsp90 yeast 2, RTF Ca sens inh, Rtt109 HAT inh, SUMO Mot1 rescue, dFosB activator, C-LANA FP, NSD2 inh, RTF Ca sens act, PvdQ inh, CDK5 inh, Keap1-Nrf2 PPI
(50) COC(=O)c1cc(COC(=O)c2ccc(OC)c(S(=O)(=O)N3CCCC3)c2)oc1C
 : 15, -1, 6, x, 2, -0.6, 0, 5, 2, -0.5, -6
(44) Cc1nn2c(-c3ccccn3)ccnc2c1Cl
 : -21, -10, 4, -16, -6, 2.8, x, 7, -10, 0.2, 4
(48) Nc1c(C(=O)CSc2nnc(-c3ccccc3)o2)c(=O)[nH]c(=O)n1C1CC1
 : 14, 2, -7, 6, 7, -0.1, x, 5, -19, 0.8, -2

Compound activity: PubChem BioAssay, several laboratories
